Screening results: PubChem BioAssay, National Center for Advancing Translational Sciences (NCATS)
LDHA block – inhibitors of human lactate dehydrogenase A; purified LDHA, NADH/diaphorase-resazurin fluorescence; stronger effect = lower value; 480,000 compounds, 0.15% hits; activity change, % (values are at about 110 or 230 µM); P00338; in the data active = activity change below about -30%; inconclusive = mostly about -25% to -30%;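 also: plate controls were DMSO wells for no effect and wells without enzyme for full effect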
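Enzyme activity of human lactate dehydrogenase 5 (2 nM; 0.06 mM NADH, 0.2 mM pyruvate, 5 min, RT) is measured via a resazurin/diaphorase fluorescence readout of residual NADH.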
The depositor's hits bear a star; ? = inconclusive.

SMILES	LDHA block
Cc1c(C(=O)Nc2ccc3oc(-c4cncc(Br)c4)nc3c2)cccc1[N+](=O)[O-]	7.5
CCCS(=O)(=O)N1CCCN(c2ccc(=O)n(-c3ccc(C)c(C)c3)n2)CC1	-12.5
CCNC(=O)CN1CCN(C(=O)CCc2ncc(-c3ccc(Cl)cc3)o2)CC1	2.9
Cc1nn(C)cc1S(=O)(=O)Nc1ccn(Cc2c(F)cccc2Cl)n1	-1.2
COc1ccc(C(=O)Sc2ccc(Cl)cc2)cc1	-24.0
O=C(Nc1ccc(F)cc1F)Nc1cc(C(=O)NCc2cccc(F)c2)ccc1N1CCOCC1	-3.3
Cn1c(=O)c2c(nc(NC3CCCCC3)n2Cc2cccc(Br)c2)n(C)c1=O	13.1
Cn1c(=O)c(C2=NN(S(C)(=O)=O)C(c3ccco3)C2)c(-c2ccccc2)c2cc(Cl)ccc21 (configuration not stated)	-7.8
Cc1ccc(C23CC4CC(CC(C(=O)Nc5ccc(F)cc5F)(C4)C2)C3)cc1	?
COCCCNC(=O)CCc1ncc(-c2ccc(F)cc2F)o1	4.0
CCN(CC)c1nc2ccccc2nc1C(=O)Nc1ccc(F)c(Cl)c1	9.9
Cc1oc(-c2nc(C#N)c(NCc3ccc(F)cc3)o2)cc1S(=O)(=O)N(C)C	4.9
CCS(=O)(=O)NCc1ccnc(N2CCN(c3ccc(F)cc3)CC2)c1	0.2
Nc1ncnc2sc3c(c12)CCN(C(=O)c1ccccc1)C3	17.5
Cn1cnnc1C1CCCN(S(=O)(=O)N2CCCCC2)C1 (configuration not stated)	0.6
CCc1ccc(C(=O)NCCCNC(=O)c2cc3ccccc3[nH]2)cc1	7.7
CC(=O)NC(C)c1ccc(-c2ccccc2)cc1 (configuration not stated)	5.7
CN(C(=O)CCc1ncc(-c2ccccc2)o1)C1CCS(=O)(=O)C1 (configuration not stated)	-1.0
CCC(NC(=O)c1ccc[n+]([O-])c1)c1ccc(C)cc1 (configuration not stated)	-2.2
Cc1ccc(N(CCC(=O)NCC2CCCO2)S(=O)(=O)c2ccccc2)cc1 (configuration not stated)	3.1
COc1ccc(O)c(C(=O)OC(C)C(=O)C23CC4CC(CC(C4)C2)C3)c1 (configuration not stated)	2.7
Cc1cccc(NC(=O)C(C#N)C(=O)CCc2ccccc2)c1 (configuration not stated)	0.5
COC(=O)c1ccc(/C=N/OCc2ccc(Cl)c(Cl)c2)cc1	0.2
Cc1ccc(NC(=O)CCc2ncc(-c3ccccc3)o2)cc1	-0.6
COc1ccccc1NC(=O)Cn1ccc2cc(Cl)ccc21	-3.7

A section from further up, as a working copy:
SMILES	LDHA block
COC(=O)c1ccc(/C=N/OCc2ccc(Cl)c(Cl)c2)cc1	0.2
Cc1ccc(NC(=O)CCc2ncc(-c3ccccc3)o2)cc1	-0.6
COc1ccccc1NC(=O)Cn1ccc2cc(Cl)ccc21	-3.7

Next section:
SMILES	LDHA block
Cc1ccc(C)c(/C=C/C(=O)c2cccc([N+](=O)[O-])c2)c1	8.6
CCCCNc1nc(-c2ccncc2)nc2ccccc12	9.4
CC(c1cccs1)N(C)C(=O)Cc1c[nH]c2ccccc12 (configuration not stated)	3.4
CC(C)C(=O)Nc1ccc2c(ccn2CCN2CCOCC2)c1	2.5
Cc1ccccc1NC(=O)C1CCCN(c2cnc3ccccc3n2)C1 (configuration not stated)	3.7
COc1ccc(S(=O)(=O)c2cn(CC(=O)Nc3ccc(C)c(F)c3)c3nc(C)ccc3c2=O)cc1	1.3
O=C(CCc1ncc(-c2ccc(F)cc2)o1)N1CCc2ccccc21	0.1
Cc1ccccc1C(C)NC(=O)c1cc2ccccc2oc1=O (configuration not stated)	-11.0
COCCN(CCOC)Cc1coc(-c2cccc(F)c2)n1	-0.1
CCOc1ccc(NC(=O)CCS(=O)(=O)c2ccc3c(c2)CCN3C(=O)CC)cc1	4.6
CC(C)CC(=O)NCCc1ccsc1	1.3
CCCCCn1nc(C(=O)N2CCCC(C(N)=O)C2)c2ccccc2c1=O (configuration not stated)	16.3
c1coc(-c2cc(-c3nc(-c4ccc5c(c4)OCO5)no3)[nH]n2)c1	7.8
Cc1cccc(OCc2nnc3sc(-c4ccccc4)nn23)c1	17.8
CCCN(CC(F)(F)F)C(=O)CNC(=O)Cc1ccccc1	7.1
CCOC(=O)COc1ccc2c(=O)c(-c3ccccc3)c(C)oc2c1	-16.7
O=C(c1cc(Cl)ccc1Cl)N1CCOc2ccccc21	-3.9
COC(=O)Cn1cc(/C=C2/SC(=O)N(C(C)C)C2=O)c2ccccc21	7.6
N#Cc1nc(COc2ccc(Cl)cc2)oc1NCc1ccncc1	1.9
NC(=O)c1ccc(NC(=O)Cn2ccc3c(Cl)cccc32)cc1	1.0
C/C=C/c1ccc(OCC(O)CNCc2ccc(OC)cc2)c(OC)c1 (configuration not stated)	0.6
CCC1(c2ccc(C)cc2)NC(=O)N(Cc2ncc(-c3ccccc3)o2)C1=O (configuration not stated)	7.2
CCCCn1cnc2c1c(=O)n(CC(=O)Nc1cccc(Cl)c1)c(=O)n2CC(C)C	1.5
COc1ccc(CNC(=O)c2nc(CC(=O)Nc3cccc4ncccc34)no2)cc1	-4.5
COc1cnc(CSc2nc(C)cc(C)n2)cc1OCC(=O)N1CCc2ccccc21	-5.8

(more compounds)
SMILES	LDHA block
COc1ccccc1CCN[C@H]1CS(=O)(=O)C[C@@H]1S(=O)(=O)c1ccc(F)cc1	-13.3
C=C(Br)COc1ccc(Cl)cc1C(N)=O	-0.4
O=C(Nc1cccc2cccnc12)c1cccc(S(=O)(=O)N2CCN(c3ccccc3)CC2)c1	4.6
CCc1nnc(NC(=O)c2nn(Cc3ccccc3)c(=O)c3ccccc23)s1	-9.6
Nc1nc(N2CCOCC2)nc2c1C(C(=O)Nc1ccc(Cl)cc1)CC(=O)N2 (configuration not stated)	8.4
Cc1cccn2cc(COc3cccc(C(=O)O)c3)nc12	-3.2
N#Cc1nc(C2CC2)oc1N1CCN(Cc2cccc(F)c2F)CC1	-13.5
CCC(C(=O)NCc1ccccc1OC)N1C(=O)CCn2nc(C)cc21 (configuration not stated)	8.1
Nc1nccnc1C(=O)NCC1(c2ccccc2)CC1	1.4
O=C(O)c1ccc(Cc2ccccc2)o1	8.0
CC1(C)CC(NC(=O)CCCc2ccccc2)CC(C)(C)N1	-0.5
CCN(CC)C(=O)Oc1ccc2oc(=O)c(-c3ccc(OC)cc3)c(C)c2c1	12.5
CSc1ccc(C(C)NC(=O)Cc2cccc(F)c2)cc1 (configuration not stated)	10.1
Cc1ccccc1C(=O)Oc1ccc(F)cc1C(=O)/C=C/c1ccccc1F	4.4
C/C(=N/NC(=O)c1ccccc1)c1ccc(Cl)s1	-0.8
O=C(CNc1ccc(Br)cc1F)N(C1CCCCC1)C1CCS(=O)(=O)C1 (configuration not stated)	2.4
COC(=O)c1cccc(NC(=O)Cc2cc(C(C)=O)ccc2OC)c1	35.1
CCOc1ccc2c(c1)C(NC(C)=O)C(=O)N2CCOc1ccccc1 (configuration not stated)	15.2
CCOc1ccc(CCNC(=O)c2cc3c(s2)-c2ccccc2S(=O)(=O)C3)cc1	6.9
CCOC(=O)COc1nc(C(C)C)c2c(c1C#N)CCCC2	-3.2
O=C(NC(CN1CCCC1)c1ccccc1)c1cc2ccccc2oc1=O (configuration not stated)	7.3
O=C(COc1ccc(Cl)cc1)N(CCCN1CCOCC1)c1nc2ccccc2s1	-7.7
O=C(O)c1ccc(Nc2nc(-c3cc4ccccc4oc3=O)cs2)cc1	-4.4
COc1cccc(CNC(=O)CN2C(=O)N(c3ccc(C(C)C)cc3)S(=O)(=O)c3ccccc32)c1	-1.8
Cc1c(-c2ccc(Br)cc2)c(=O)oc2ccc(OS(=O)(=O)c3ccccc3)cc12	-2.0

(listing goes on)
SMILES	LDHA block
O=C(N/N=C/c1cccc(OCCCOc2ccccc2Cl)c1)c1ccccc1	2.3
CCCNC(=O)NC(=O)CN(C)C1CCCCC1	3.7
CC1CCCCC1NC(=O)c1csc2ccccc12 (configuration not stated)	4.8
O=C1CC(Cc2ccccc2)C(=O)N1c1ccc2ccccc2n1 (configuration not stated)	-6.5
NS(=O)(=O)c1ccc(N/N=C/c2c(F)cccc2Cl)c([N+](=O)[O-])c1	0.3
CCC(C)(C)C1CCC(NC(=O)C(=O)Nc2ccccc2F)CC1 (configuration not stated)	-3.5
CC12CC(C)(C)C(C#N)(C(N)=C1C#N)C(=C(C#N)C#N)N2 (configuration not stated)	10.4
CCCOc1ccc(NC(=O)Cc2ccccc2)c2cccnc12	44.4
COc1ccc(C2=C(O)C(=O)N(Cc3cccnc3)C2c2ccccc2F)cc1 (configuration not stated)	-5.3
C=C(C)Cn1c(N2CCN(CC(=O)OCC)CC2)nc2c1c(=O)[nH]c(=O)n2C	-4.2
O=C(Nc1ccc(F)cc1)c1ccccc1-c1ccccc1	-0.4
CCOC(=O)C1CCCN(C(=O)CN2C(=O)COc3ccc(S(=O)(=O)N4CCCCC4)cc32)C1 (configuration not stated)	1.0
CC(O)CNS(=O)(=O)c1ccc(Cl)c(Cl)c1 (configuration not stated)	-5.4
CCCCOc1ccc(/C=C/C(=O)c2ccc(O)c(OC)c2)cc1OCC	7.1
Cc1cc(N2CCC(C)CC2)nc2ccc(NC(=O)c3ccc(N(C)C)cc3)cc12	7.2
COc1ccc(Br)cc1S(=O)(=O)NCCN1CCCCCC1	2.3
CCCNc1c(NC(=O)Nc2ccc(F)cc2F)c(=O)oc2ccccc12	-4.4
Clc1cccc(Cn2c(-c3cncs3)nc3ccccc32)c1	4.6
CC(Cl)C(=O)Nc1ccccc1C(N)=O (configuration not stated)	-4.5
COc1cc(/C=C/c2nc(C#N)c(NCCCn3ccnc3)o2)cc(OC)c1OC	-5.5
C/C=C/C=C/C(=O)OCc1nc2c(c(=O)[nH]c(=O)n2CCCC)n1CC	1.5
O=C(NCc1ccccc1)c1cc(C2CC2)nc2ccccc12	-1.1
CC1CCC(Nc2ccc3cc(S(=O)(=O)N4CCCC4)ccc3n2)CC1 (configuration not stated)	51.0
CC1Cc2nc(SCC(=O)N3CCCCC3)n(-c3ccccc3)c(=O)c2S1 (configuration not stated)	5.0
Cc1cc(C)c(C(=O)c2cc3ccccc3o2)c(C)c1	0.8

4 entries from above, sorted by number of heavy atoms, low to high.
SMILES	LDHA block
Cn1cnnc1C1CCCN(S(=O)(=O)N2CCCCC2)C1 (configuration not stated)	0.6
Nc1ncnc2sc3c(c12)CCN(C(=O)c1ccccc1)C3	17.5
Cc1nn(C)cc1S(=O)(=O)Nc1ccn(Cc2c(F)cccc2Cl)n1	-1.2
COc1ccc(CNC(=O)c2nc(CC(=O)Nc3cccc4ncccc34)no2)cc1	-4.5

The results go on:
SMILES	LDHA block
O=C(CCN=C1NS(=O)(=O)c2ccccc21)N(Cc1ccccc1F)C1CC1	7.6
Cn1cnc2c1c(=O)n(CCCSCc1ccc(Cl)cc1Cl)c(=O)n2C	1.8
Cc1ccc2nc3sc(C(=O)Nc4ccncc4)cc3cc2c1	25.8
COc1cc(NC(=O)COc2ccc(Cl)cc2Cl)c2ncccc2c1	10.3
Nc1nccnc1C(=O)NCC(O)c1ccc(F)cc1F (configuration not stated)	10.6
CCc1ccc(CNC(=O)c2ccccc2-c2ocnc2C(=O)OC)cc1	-2.6
CCC(C)NCc1ccccc1 (configuration not stated)	-1.2
CC(=O)N1CCN(c2ccc(NC(=O)COc3c(C)cc(C)cc3Cl)cc2)CC1	5.4
Cn1c(=O)c2c(ncn2CC(=O)Nc2ccccc2C(=O)NC2CC2)n(C)c1=O	-1.9
COc1cccc(NC(=O)c2nc3ccccc3nc2N2CCCC2)c1	1.7
CCOC(=O)c1cnc(SCC(=O)Nc2cccc(Cl)c2C)nc1N	5.4
Cc1cc(C)cc(NC(=O)CCn2c(=O)n(C)c3ccccc32)c1	-11.3
CC(=O)NC(NC(C)=O)C(=O)c1ccccc1	4.8
Nc1ccc(S(=O)(=O)N2CCN(S(=O)(=O)c3ccc4c(c3)OCCO4)CC2)cc1	-2.6
Cn1c2cc(S(C)=O)sc2c2cnn(Cc3ccccc3F)c(=O)c21 (configuration not stated)	0.9
CC(C)(C)SCC(=O)Nc1ccc2c(c1)CCC2	0.2
Cc1ccc(-n2nnnc2SCCCn2c(=O)c3c(ncn3C)n(C)c2=O)cc1C	-19.6
CC(C)C(CNC(=O)c1cc(-c2ccncc2)nc2ccccc12)N(C)C (configuration not stated)	-3.9
O=C(Cc1ccc(Br)cc1)NC1CCN(C2CC2)C1 (configuration not stated)	-7.7
COc1ccc(Nc2nc(N)c(C(=O)c3ccc(OC)c(OC)c3OC)s2)cc1	-0.1
COc1ccc(OC)c(CN(Cc2ccc(C#N)cc2)C2CC2)c1	1.7
Cc1csc(NC(=O)Cn2ccc(=O)n(C)c2=O)n1	4.6
CCOc1ccc(C(=O)OCc2ccccc2C#N)cc1OC	1.2
CNC(=S)NNC(=O)c1csc(C)c1C	1.7
Cc1cc(C)cc(S(=O)(=O)N2CCC(C(=O)NCCc3csc(C)n3)CC2)c1	-4.9

Given in CSV form: part of the list above.
SMILES,LDHA block
Cc1ccccc1NC(=O)C1CCCN(c2cnc3ccccc3n2)C1 (configuration not stated),3.7
CC12CC(C)(C)C(C#N)(C(N)=C1C#N)C(=C(C#N)C#N)N2 (configuration not stated),10.4
Cn1cnnc1C1CCCN(S(=O)(=O)N2CCCCC2)C1 (configuration not stated),0.6

Next part:
SMILES	LDHA block
Cc1nc(CCNC(=O)C2CCN(S(=O)(=O)c3cccc(C(F)(F)F)c3)CC2)cs1	0.3
CC(C)CN1CCN(CCO)CC1	9.7
CC(C)=CCC/C(C)=N/n1cnnc1	5.6
Cc1ccc2c(C)c(C(=O)Nc3cccc4cccnc34)oc2c1	10.5
CCCOc1cc(C)c(C(C)C)cc1S(=O)(=O)N1CCCC1	-11.6
O=C(NCCC(c1ccccc1)c1ccccc1)c1n[nH]c(=O)c2ccccc12	-16.5

A portion of the library, so the mix of outcomes need not match the whole.
